Compound activity from PubChem BioAssay.
Bcl-B TR3 displacers: displacers of TR3 peptide from Bcl-B, primary screen, selectivity assay for Bfl-1 inhibitor project, biochemical, fluorescence polarization; Bcl-2-like protein 10 (Homo sapiens); FP displacement of FITC-TR3 peptide from Bcl-B; higher % means a stronger effect; displacement, % at 20 µM; hits with a dose series show IC50 in µM; 0.11% of 96,000 active; AID 748, 2007;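 active = displacement above 50% at 20 µM plus a fluorescence interference ratio under 1.5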;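 note: plate controls were wells without compound for no effect and wells lacking Bcl-B protein for full effect; a part of the inactive calls stands beside numbers as strong as those of hits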
PLAP inhibition: PLAP enzyme inhibitors, biochemical, luminescence, HTS (AID 690) | one-dose inhibition, % at 20 µM; IC50 in µM for titrated hits | Alkaline phosphatase, placental type (Homo sapiens) | 0.08% of 96,000 active | purified PLAP, luminescent substrate; higher % means a stronger effect; in the data active = a potency from the dose series; inactive = the rest, 99 in 100 with inhibition below about 30%; note: strong numbers were not always called active
MRP resist rev: reversal of MRP1-mediated doxorubicin resistance, primary screen, H69AR cells, doxorubicin co-treatment; differential viability (reversal), % at 10 µM; H69AR cells + 2 uM doxorubicin, CellTiter-Glo, 72 h; 0.04% of 85,000 active;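 active = viability drop by adding the cancer drug above about 55%, with treated viability meeting a 40% cutoff, limit read from the data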;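 note: viability without doxorubicin minus viability with 2 µM doxorubicin for each compound; larger differential means the compound sensitizes cells more to doxorubicin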
NFkB transloc inh: inhibitors of IL-1B driven NFkB p65 nuclear import, primary screen, imaging, HUVEC, IL-1B stimulus, high-content imaging; HUVEC IL-1B NFkB p65 nuclear translocation imaging; inhibition, % at 2 µM; 0.43% of 94,000 active; AID 796, 2007;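 active = inhibition above about 30% together with a positive call from visual inspection of the well image, limit read from the data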;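 note: nuclear over cytoplasmic p65 intensity ratio measured by imaging; 0% = IL-1B stimulated DMSO wells and 100% = unstimulated DMSO wells; values of inactives mirror those of a sister screen read the other way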
NFkB transloc pot: enhancers of NFkB p65 translocation in HUVEC – imaging, IL-1B stimulus, high-content imaging, primary screen. HUVEC IL-1B NFkB p65 nuclear translocation imaging. 0.3% of 94,000 active. activation, % at 2 µM;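 active = activation above 40%, about the mean plus 3 SD, also judged a hit on visual image review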;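 note: percent activation is computed from the nuclear over cytoplasmic p65 intensity ratio; values of inactives mirror those of a sister screen read the other way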
MRP resist rev cytotoxicity: second read-out of MRP resist rev, no call of its own (marks repeat the call); viability, %; H69AR cells, CellTiter-Glo, 72 h; measured here: cytotoxicity without doxorubicin
MRP resist rev with doxorubicin: further read-out of MRP resist rev, marked with its call; viability, %; measured here: viability with 2 uM doxorubicin; hits give low values
NFkB transloc inh cell count 2 µM: also measured in NFkB transloc inh; calls as there; cell count; measured here: cells passing quality filter;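 raw number of nuclei counted in each imaged well without normalization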
NFkB transloc pot cell count 2 µM: recorded beside NFkB transloc pot, whose call it bears; cell count; measured here: cells passing quality filter
Active calls of the source: *. Some of the compounds tested; count on the stated rates, not on these rows.

Results for Cc1ccc(C(c2nnnn2C(C)(C)C)N2CCC(C)CC2)cc1 (configuration not stated) ?
MRP resist rev: 5; NFkB transloc inh: -35; NFkB transloc pot: 35; MRP resist rev cytotoxicity: 83; MRP resist rev with doxorubicin: 79; NFkB transloc inh cell count 2 µM: 139; NFkB transloc pot cell count 2 µM: 139

What do the screens show for `COc1ccc(CCNC(=O)CC2COc3ccccc3O2)cc1OC` (configuration not stated)?
Bcl-B TR3 displacers: 8%; PLAP inhibition: -54%; NFkB transloc inh: 4; NFkB transloc pot: -4; NFkB transloc inh cell count 2 µM: 164; NFkB transloc pot cell count 2 µM: 164

Results for COCCNC(=O)Cn1nc(C)c2ccccc2c1=O ?
Bcl-B TR3 displacers: 21%; PLAP inhibition: -24%; MRP resist rev: -13; MRP resist rev cytotoxicity: 90; MRP resist rev with doxorubicin: 102

Results for O=S(=O)(Nc1ccc(S(=O)(=O)N2CCCCCC2)cc1)c1cccs1 ?
Bcl-B TR3 displacers: -6%; PLAP inhibition: -44%; MRP resist rev: 5; NFkB transloc inh: -30; NFkB transloc pot: 30; MRP resist rev cytotoxicity: 75; MRP resist rev with doxorubicin: 70; NFkB transloc inh cell count 2 µM: 118; NFkB transloc pot cell count 2 µM: 118

What do the screens show for `COc1ccc(S(=O)(=O)NCc2ccccn2)c(Cl)c1Cl`?
Bcl-B TR3 displacers: -1%; PLAP inhibition: -108%; MRP resist rev: 3; NFkB transloc inh: -16; NFkB transloc pot: 16; MRP resist rev cytotoxicity: 94; MRP resist rev with doxorubicin: 91; NFkB transloc inh cell count 2 µM: 115; NFkB transloc pot cell count 2 µM: 115

What do the screens show for `COc1ccc(S(=O)(=O)N(CC(=O)NCc2ccco2)c2ccccc2)cc1`?
Bcl-B TR3 displacers: -1%; PLAP inhibition: -8%; MRP resist rev: -13; NFkB transloc inh: -6; NFkB transloc pot: 6; MRP resist rev cytotoxicity: 74; MRP resist rev with doxorubicin: 87; NFkB transloc inh cell count 2 µM: 153; NFkB transloc pot cell count 2 µM: 153

How did Cc1ccc(S(=O)(=O)Nc2cc(Cl)c(O)cc2C)cc1 do in these assays?
Bcl-B TR3 displacers: 0%; PLAP inhibition: -5%; MRP resist rev: 4; MRP resist rev cytotoxicity: 96; MRP resist rev with doxorubicin: 92

How did Cc1nnsc1S(=O)(=O)Cc1ccccc1Cl do in these assays?
Bcl-B TR3 displacers: 10%; PLAP inhibition: 1%; NFkB transloc inh: -2; NFkB transloc pot: 2; NFkB transloc inh cell count 2 µM: 131; NFkB transloc pot cell count 2 µM: 131

What do the screens show for `Cc1ccc(C)c2sc(NC(=O)c3ccc(N4CCCCC4)c([N+](=O)[O-])c3)nc12`?
Bcl-B TR3 displacers: -5%; PLAP inhibition: -18%; NFkB transloc inh: 0; NFkB transloc pot: 0; NFkB transloc inh cell count 2 µM: 132; NFkB transloc pot cell count 2 µM: 132

What do the screens show for `CCn1c(C(C#N)/C(=N\S(=O)(=O)c2cccs2)c2ccccc2)nc2ccccc21` (configuration not stated)?
Bcl-B TR3 displacers: -2%; PLAP inhibition: -8%; MRP resist rev: 3; NFkB transloc inh: 0; NFkB transloc pot: 0; MRP resist rev cytotoxicity: 80; MRP resist rev with doxorubicin: 77; NFkB transloc inh cell count 2 µM: 68; NFkB transloc pot cell count 2 µM: 68

What do the screens show for `CN1CC=C2C(C#N)=C(N)C(C#N)(C#N)C(CCc3ccccc3)C2C1` (configuration not stated)?
Bcl-B TR3 displacers: 18%; PLAP inhibition: -5%; MRP resist rev: -18; MRP resist rev cytotoxicity: 59; MRP resist rev with doxorubicin: 77

How did Cc1cccc(Nc2nc(-c3ccccn3)cs2)n1 do in these assays?
Bcl-B TR3 displacers: 17%; PLAP inhibition: 16%; MRP resist rev: 0; NFkB transloc inh: -27; NFkB transloc pot: 27; MRP resist rev cytotoxicity: 4; MRP resist rev with doxorubicin: 4; NFkB transloc inh cell count 2 µM: 96; NFkB transloc pot cell count 2 µM: 96

What do the screens show for `Cc1cc(/C=C(\C#N)C(=O)OCC(=O)NC(=O)NC(C)(C)C)c(C)n1CCC(C)C`?
Bcl-B TR3 displacers: -15%; PLAP inhibition: -70%; MRP resist rev: 57*; NFkB transloc inh: -9; NFkB transloc pot: 9; MRP resist rev cytotoxicity: 93*; MRP resist rev with doxorubicin: 36*; NFkB transloc inh cell count 2 µM: 159; NFkB transloc pot cell count 2 µM: 159

Results for COc1cccc(NS(=O)(=O)c2ccc3c(c2)n(C)c(=O)c(=O)n3C)c1 ?
Bcl-B TR3 displacers: 2%; PLAP inhibition: -16%; NFkB transloc inh: 0; NFkB transloc pot: 1; NFkB transloc inh cell count 2 µM: 108; NFkB transloc pot cell count 2 µM: 108

How did Cc1cccc(Oc2nc(-c3ccccc3)cc(C)c2S(C)(=O)=O)c1C do in these assays?
Bcl-B TR3 displacers: -5%; PLAP inhibition: -14%; MRP resist rev: -16; NFkB transloc inh: -2; NFkB transloc pot: 2; MRP resist rev cytotoxicity: 43; MRP resist rev with doxorubicin: 58; NFkB transloc inh cell count 2 µM: 220; NFkB transloc pot cell count 2 µM: 220

Results for COC(=O)c1ccc(SC2CCCCC2)c([N+](=O)[O-])c1 ?
Bcl-B TR3 displacers: -10%; PLAP inhibition: 13%; NFkB transloc inh: 7; NFkB transloc pot: -7; NFkB transloc inh cell count 2 µM: 200; NFkB transloc pot cell count 2 µM: 200

How did CCOC(=O)c1c(NC(=O)CSc2nnc(Cc3ccccc3)o2)sc(C(C)=O)c1C do in these assays?
Bcl-B TR3 displacers: -20%; PLAP inhibition: -3%; MRP resist rev: 19; NFkB transloc inh: -21; NFkB transloc pot: 21; MRP resist rev cytotoxicity: 94; MRP resist rev with doxorubicin: 75; NFkB transloc inh cell count 2 µM: 149; NFkB transloc pot cell count 2 µM: 149

Results for Nc1ccc(CN2CCCCCC2)cc1 ?
MRP resist rev: 10; NFkB transloc inh: -15; NFkB transloc pot: 15; MRP resist rev cytotoxicity: 103; MRP resist rev with doxorubicin: 93; NFkB transloc inh cell count 2 µM: 114; NFkB transloc pot cell count 2 µM: 114

How did COC(=O)c1ccc(NC(=O)CN2C(=O)CSC2=O)cc1 do in these assays?
Bcl-B TR3 displacers: -5%; PLAP inhibition: -14%; MRP resist rev: 5; NFkB transloc inh: -9; NFkB transloc pot: 9; MRP resist rev cytotoxicity: 98; MRP resist rev with doxorubicin: 94; NFkB transloc inh cell count 2 µM: 194; NFkB transloc pot cell count 2 µM: 194

How did Cn1cc(C(=O)NCCN2CCN(c3cccc(Cl)c3)CC2)c2c3ccccc3n(C)c2c1=O do in these assays?
Bcl-B TR3 displacers: -5%; PLAP inhibition: -43%; MRP resist rev: 10; MRP resist rev cytotoxicity: 16; MRP resist rev with doxorubicin: 5

How did CC(C)c1ccc2c(c1)C1(NN=C(c3ccccc3)S1)C(=O)N2 (configuration not stated) do in these assays?
MRP resist rev: -26; NFkB transloc inh: -22; NFkB transloc pot: 22; MRP resist rev cytotoxicity: 18; MRP resist rev with doxorubicin: 44; NFkB transloc inh cell count 2 µM: 117; NFkB transloc pot cell count 2 µM: 117

How did CCCCC(=O)NNC(=S)NC(=O)CCC do in these assays?
MRP resist rev: -1; NFkB transloc inh: 2; NFkB transloc pot: -2; MRP resist rev cytotoxicity: 81; MRP resist rev with doxorubicin: 82; NFkB transloc inh cell count 2 µM: 89; NFkB transloc pot cell count 2 µM: 89

Results for CCOC(=O)c1ccc(NC(=O)NC(C)C2CCCO2)cc1 (configuration not stated) ?
Bcl-B TR3 displacers: -4%; PLAP inhibition: 3%; MRP resist rev: -3; NFkB transloc inh: -26; NFkB transloc pot: 26; MRP resist rev cytotoxicity: 94; MRP resist rev with doxorubicin: 97; NFkB transloc inh cell count 2 µM: 78; NFkB transloc pot cell count 2 µM: 78

Results for O=S(=O)(c1ccccc1)N1CCN(S(=O)(=O)N2CCCCC2)CC1 ?
Bcl-B TR3 displacers: 12%; PLAP inhibition: -19%; MRP resist rev: 13; NFkB transloc inh: -1; NFkB transloc pot: 1; MRP resist rev cytotoxicity: 97; MRP resist rev with doxorubicin: 84; NFkB transloc inh cell count 2 µM: 50; NFkB transloc pot cell count 2 µM: 50

Results for COC(=O)c1cc(NC(=O)CN(c2ccc3c(c2)OCO3)S(C)(=O)=O)ccc1Cl ?
Bcl-B TR3 displacers: -6%; PLAP inhibition: -37%; MRP resist rev: 4; NFkB transloc inh: -18; NFkB transloc pot: 18; MRP resist rev cytotoxicity: 88; MRP resist rev with doxorubicin: 84; NFkB transloc inh cell count 2 µM: 103; NFkB transloc pot cell count 2 µM: 103

Results for CC1CCN(C(=O)c2ccc(COc3ccccc3Cl)o2)CC1 ?
Bcl-B TR3 displacers: -2%; PLAP inhibition: -44%; MRP resist rev: 6; NFkB transloc inh: 3; NFkB transloc pot: -3; MRP resist rev cytotoxicity: 82; MRP resist rev with doxorubicin: 76; NFkB transloc inh cell count 2 µM: 110; NFkB transloc pot cell count 2 µM: 110

What do the screens show for `COc1ccc(S(=O)(=O)N2CCCCCC2)cc1C(=O)OCc1c(C)noc1C`?
Bcl-B TR3 displacers: 3%; PLAP inhibition: -69%; MRP resist rev: 2; NFkB transloc inh: -2; NFkB transloc pot: 2; MRP resist rev cytotoxicity: 76; MRP resist rev with doxorubicin: 74; NFkB transloc inh cell count 2 µM: 109; NFkB transloc pot cell count 2 µM: 109

Results for COC(=O)c1ccc(Nc2cc(C)nc(-c3ccccc3O)n2)cc1 ?
Bcl-B TR3 displacers: 1%; PLAP inhibition: 7%

What do the screens show for `CCOC(=O)C1CCN(C(=O)CSc2cc(=O)n(CC)c3ccccc23)CC1`?
Bcl-B TR3 displacers: -6%; PLAP inhibition: -32%; MRP resist rev: 14; NFkB transloc inh: -10; NFkB transloc pot: 10; MRP resist rev cytotoxicity: 84; MRP resist rev with doxorubicin: 70; NFkB transloc inh cell count 2 µM: 123; NFkB transloc pot cell count 2 µM: 123

Results for CC1CCCC(NC(=O)C2CCN(S(=O)(=O)N3CCC4(CC3)OCCO4)CC2)C1C (configuration not stated) ?
Bcl-B TR3 displacers: -18%; PLAP inhibition: -57%; MRP resist rev: 14; NFkB transloc inh: -4; NFkB transloc pot: 4; MRP resist rev cytotoxicity: 96; MRP resist rev with doxorubicin: 82; NFkB transloc inh cell count 2 µM: 177; NFkB transloc pot cell count 2 µM: 177

What do the screens show for `OCc1ccccc1OCCOc1ccc(Cl)c2cccnc12`?
Bcl-B TR3 displacers: -9%; PLAP inhibition: 4%; MRP resist rev: 14; NFkB transloc inh: 7; NFkB transloc pot: -7; MRP resist rev cytotoxicity: 75; MRP resist rev with doxorubicin: 61; NFkB transloc inh cell count 2 µM: 160; NFkB transloc pot cell count 2 µM: 160

Looked up by compound from the entries so far:
How did CC(C)c1ccc2c(c1)C1(NN=C(c3ccccc3)S1)C(=O)N2 (configuration not stated) do in these assays?
MRP resist rev: -26; NFkB transloc inh: -22; NFkB transloc pot: 22; MRP resist rev cytotoxicity: 18; MRP resist rev with doxorubicin: 44; NFkB transloc inh cell count 2 µM: 117; NFkB transloc pot cell count 2 µM: 117

How did Cn1cc(C(=O)NCCN2CCN(c3cccc(Cl)c3)CC2)c2c3ccccc3n(C)c2c1=O do in these assays?
Bcl-B TR3 displacers: -5%; PLAP inhibition: -43%; MRP resist rev: 10; MRP resist rev cytotoxicity: 16; MRP resist rev with doxorubicin: 5

Results for CC1CCN(C(=O)c2ccc(COc3ccccc3Cl)o2)CC1 ?
Bcl-B TR3 displacers: -2%; PLAP inhibition: -44%; MRP resist rev: 6; NFkB transloc inh: 3; NFkB transloc pot: -3; MRP resist rev cytotoxicity: 82; MRP resist rev with doxorubicin: 76; NFkB transloc inh cell count 2 µM: 110; NFkB transloc pot cell count 2 µM: 110
